Bioassay records as filed in PubChem BioAssay.
MEKK3 PB1 HTS = raises or lowers MEK5 binding to the human MEKK3 PB1 domain | bead-based flow cytometry, Alexa488-MEK5 binding to MEKK3; actives lie on both sides; 0 = blocked by unlabeled MEK5, 100 = vehicle | binding response (% of control), % at 10 µM | hit rate 1.4% among 290,000;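 active = binding response more than 3 SD above or below the average of its plate-row segment, actives on both sides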;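 also: Alexa488 bead fluorescence after subtracting the streptavidin-only scavenger bead signal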
PHOSPHO1 inh = PHOSPHO1 (human) inhibition; recombinant PHOSPHO1, absorbance phosphatase assay; AID 1565; inhibition, % at 13.3 µM; Q8TCT1; hit rate 1.1% among 290,000; in the data active = inhibition above about 60%
Target sequence (Q8TCT1 whole entry, looked up): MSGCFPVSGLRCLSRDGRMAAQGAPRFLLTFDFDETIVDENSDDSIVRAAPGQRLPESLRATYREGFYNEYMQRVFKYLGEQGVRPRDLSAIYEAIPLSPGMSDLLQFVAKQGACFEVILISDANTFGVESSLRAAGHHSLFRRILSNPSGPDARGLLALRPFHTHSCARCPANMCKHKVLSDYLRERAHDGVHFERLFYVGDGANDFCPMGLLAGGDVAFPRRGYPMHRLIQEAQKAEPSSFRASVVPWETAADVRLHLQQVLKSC
OXTR ag = agonists of human oxytocin receptor; P30559; CHO-OTR cells, Fluo-8 calcium fluorescence; normalized: DMSO 0%, oxytocin 100%; activation, % at 3 µM; hit rate 0.32% among 320,000; AID 2435;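 active = activation above the mean of all tested compounds plus 3 SD, cutoff set per screening run, cut at about 20% in these data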;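 also: peak over basal fluorescence ratio from a 100 s FLIPR kinetic read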
Target sequence (P30559 whole entry, looked up): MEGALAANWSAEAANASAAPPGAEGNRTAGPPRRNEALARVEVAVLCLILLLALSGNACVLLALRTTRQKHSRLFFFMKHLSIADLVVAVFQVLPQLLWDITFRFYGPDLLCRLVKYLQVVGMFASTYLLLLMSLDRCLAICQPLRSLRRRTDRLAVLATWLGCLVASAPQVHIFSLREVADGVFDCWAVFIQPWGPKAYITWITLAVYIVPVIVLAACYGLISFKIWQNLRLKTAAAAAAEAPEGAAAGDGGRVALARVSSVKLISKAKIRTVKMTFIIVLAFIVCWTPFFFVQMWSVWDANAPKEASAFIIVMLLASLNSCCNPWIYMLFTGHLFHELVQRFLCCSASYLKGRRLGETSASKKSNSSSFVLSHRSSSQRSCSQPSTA
GPR7 antag = human neuropeptides B/W receptor 1 antagonism; P48145; GPR7-expressing cells, fluorescence antagonist assay; inhibition, % at 4.4 µM; hit rate 1.1% among 290,000; AID 1861; in the data active = inhibition above about 16%, passing the limit was not always enough;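 also: cells stimulated with the agonist NPW; 0% = agonist with vehicle and 100% = vehicle without agonist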
PfM18AAP inh = blocks P. falciparum M18 aspartyl aminopeptidase | hit rate 1.2% among 290,000 | AID 1822 | inhibition, % at 7.35 µM | recombinant PfM18AAP, H-Glu-NHMec fluorogenic cleavage;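 active = inhibition above the campaign mean inhibition over all tested compounds plus 3 SD, cut at about 28% in these data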;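 also: 0% = plate median of test compound wells and 100% = 2 mM ZnCl2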
DNA FID counter = counter-screen for HCV NS3 helicase inhibitors: DNA intercalator displacement; hit rate 0.17% among 290,000; inhibition, % at 7.9 µM; DNA fluorescent intercalator displacement, fluorescence; in the data active = inhibition above about 37%;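 also: 0% = vehicle and 100% = reference compound; higher means more ethidium bromide displaced from hairpin DNA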
MEKK2 mut-MEK5 = signal of MEK5 binding to mutant human MEKK2 PB1 domain; AID 1530; bead flow cytometry, Alexa488-MEK5 binding to MEKK2 mutant; hit rate 0.35% among 290,000; percent response, % at 10 µM; in the data active = percent response above about 24%, passing the limit was not always enough; also: inactives centre near 1; some results filed as inactive read as strong as hits; reference of the scale not given here
MEKK2 WT-MEK5 = raises or lowers MEK5 binding to wildtype human MEKK2 PB1 domain; hit rate 1.1% among 290,000; bead flow cytometry, Alexa488-MEK5 binding to MEKK2 WT; actives lie on both sides; binding response (% of control), % at 10 µM; in the data active = binding response below about 67% or above about 130%
NALP1 inh = NALP1 inhibition; inhibition, % at 10 µM; AID 2071; S. cerevisiae NALP1/ASC/caspase-1 growth, X-gal OD620, 72 h; hit rate 0.61% among 280,000; in the data active = inhibition mostly above about 24%, no sharp cut-off; inactive = mostly below about 32%; also: some compounds called inactive have numbers as strong as hits
* hit, by the source's call; . = not tested or not shown. The order is random, and some 6.2% of all compounds hit somewhere here.

Below each compound: MEKK3 PB1 HTS, PHOSPHO1 inh, OXTR ag, GPR7 antag, PfM18AAP inh, DNA FID counter, MEKK2 mut-MEK5, MEKK2 WT-MEK5, NALP1 inh
COc1ccc(-c2ocnc2C(=O)N2CCN(C(=O)C(c3ccccc3)c3ccccc3)CC2)cc1
    99, 18, 0.0, -1, 6, -54, 1, 98, 6
COc1cccc(C(=O)NN2CC(O)=C(c3nc4ccccc4n3C)C2=N)c1
    88, 30, 1.2, 12, -11, 1, 3, 100, -6
CCOc1ccccc1N1CCN(C(=O)CC(C)C)CC1
    101, -5, 0.0, 1, 0, -19, -2, 98, 23
CCC(C)N1C(=O)CCC1C(=O)O (stereo unspecified)
    87, 3, 0.0, -4, -3, 9, -14, 90, 4
COc1ccc(N2CCN(C(=O)c3cc(=O)c4cc(C)cc(C)c4o3)CC2)cc1
    102, 16, -2.1, -10, -5, -37, 2, 103, 21
Cn1c(N)c(C(=O)COC(=O)/C=C/c2ccc(S(=O)(=O)N3CCOCC3)cc2)c(=O)n(C)c1=O
    82, 15, -0.2, 24*, -10, -7, -10, 78, -6
Cc1ccc(C2C(C(=O)O)c3ccccc3C(=O)N2C)c(C)c1 (stereo unspecified)
    103, -17, 0.5, -9, 5, -15, -3, 103, 40
O=C(CSc1ncnc2nc[nH]c12)Nc1nnc(SCc2ccc(Cl)c(Cl)c2)s1
    104, 16, -0.1, -7, -13, -9, -2, 100, 1
Cc1cc(C)c(S(C)(=O)=O)c(Sc2ccc(Cl)cc2)n1
    103, -15, -2.4, -4, 4, -10, 6, 105, 0
Cc1oc(C)c(C(=O)NCCCC(=O)O)c1C(=O)NCCCC(=O)O
    100, 20, 3.2, -13, -2, 1, 4, 103, -1
CCOC(=O)c1c(C)[nH]c(C(=O)Nc2ccc(NC(C)=O)cc2)c1C
    104, -10, -0.3, -7, -11, -17, -2, 102, -5
C=CCN1C(=O)C2C(C(=O)NC3CCCCC3)C3C=CC2(O3)C1C(=O)NC1CCCC1 (stereo unspecified)
    105, 7, -0.3, -5, -12, -5, 1, 96, 9
CC(=O)Nc1nc(-c2ccc3c(c2)CCN3S(C)(=O)=O)cs1
    97, 37, 0.1, 1, -19, -1, -3, 97, 10
N#C/C(=C(/O)c1cccs1)c1nc2ccccc2[nH]1
    105, 15, 0.6, 5, -13, -3, 4, 97, 9
CCCc1cc(=O)[nH]c(SCC(=O)c2cc(C)n(CCC)c2C)n1
    80, 37, 0.4, -1, 14, -28, -10, 86, -8
O=C(O)C(=O)/C(=C\c1cccc(Cl)c1)c1ccc2ccccc2n1
    98, 17, -0.2, -2, 13, 1, 0, 94, -5
CC(C)(C)OC(=O)N1CCC[C@H]1C(=O)N/N=C/c1cccc2cccnc12
    103, 12, -0.7, -11, -1, -23, -1, 100, 28
CCn1c(Cc2ccccc2)nnc1SCC(=O)Nc1nnc(-c2ccccc2)s1
    100, 14, -1.0, 0, 6, -4, 12, 112, 25
CCN(CC)C(=O)C1CCCN(Cc2cccc(Oc3ccccc3)c2)C1 (stereo unspecified)
    98, 28, -0.2, -4, 3, 2, -6, 104, 13
COc1ccccc1CNC(=O)Cc1c[nH]c2ccccc12
    98, 19, 0.9, -5, -2, -7, -1, 97, 17
CCOC(=O)C1(Cc2cccc(OC)c2)CCN(C/C=C/c2ccccc2)CC1
    99, 48, 7.1, 7, -3, 13, -6, 99, 15
CC(CN(C)Cc1nc(Cc2cccc(C(F)(F)F)c2)no1)CN1CCCC1 (stereo unspecified)
    104, 45, -0.5, -12, 4, 1, -6, 114, 4
CN1CCN(c2nc(Nc3ccc(F)cc3)nc(Nc3ccc(F)cc3)n2)CC1
    113, 33, 1.1, 23, 1, 12, 33*, 145*, 13
CC(C)(C)c1nc2ccccc2[nH]1
    105, 15, 0.7, 3, -2, -2, 2, 107, 32
NC(=O)c1nn(CC(=O)Nc2ccc3c(c2)OCO3)cc1[N+](=O)[O-]
    90, 16, 1.8, -6, 0, -1, -2, 98, 2
CCc1nn(C(CC)C(=O)NCc2cccc(OC)c2OC)c(=O)c2cc3occc3n12 (stereo unspecified)
    99, 8, -0.1, 0, 2, -45, 2, 103, 16
O=C1NC(=Nc2ccccc2)SC1(CO)CO
    110, 8, -0.5, -5, -1, 0, 14, 115, 2
Cc1ccc(C[n+]2cccc(-c3ccccc3)c2)c(C)c1
    97, -31, -1.2, -2, 0, 12, -1, 99, 15
CCOc1ccc(C(=O)OCC(=O)Nc2cc(C)on2)cc1OCC
    78, 15, 0.5, 3, -3, -7, -2, 85, -19
Nc1c(C(=O)NC23CC4CC(CC(C4)C2)C3)sc2nc3c(c(C(F)(F)F)c12)CCC3
    109, -60, 0.5, -9, 1, 1, 9, 107, 24
CCOc1cc(C(=O)O)ccc1OCCOc1ccccc1
    107, 32, 1.3, -9, 9, -12, 5, 104, -3
Cc1ccc2[nH]c3c(c2c1)CNCC3
    106, 24, 1.9, -12, -11, 0, 9, 110, 2
O=C(O)Cn1cc(F)c(=O)[nH]c1=O
    102, ., 0.0, ., ., ., 2, 103, .
FC(F)(F)c1ccc(Cl)c(NC(=S)N/N=C/c2ccccc2C(F)(F)F)c1
    91, 13, -0.2, -2, -4, -7, -2, 92, -1
COc1ccc(CCN2CC(C(=O)N(C)Cc3ccccc3OC)CCC2=O)cc1 (stereo unspecified)
    104, 48, 0.9, -4, 16, -56, 2, 98, 5
COc1ccccc1NC(=O)CCC(=O)OCc1ccc(Br)cc1
    101, 17, -2.3, -3, -3, -13, 3, 102, 6
CCNS(=O)(=O)c1ccc(NC(=O)c2ccccc2)cc1
    100, 30, 1.7, -4, 2, -3, 3, 99, 19
C=C(C)CN(CC)C(=O)CC1C(=O)NCCN1C (stereo unspecified)
    95, 32, 0.5, -4, 2, 1, -9, 92, -3
COCCSc1nnc(NC(=O)COC)s1
    98, 19, -0.4, 3, 7, -4, -5, 101, 18
CC(=O)Nc1ccc(NC(=O)c2ccccc2CCc2ccccc2)cc1
    103, 42, 2.0, -13, 0, -5, -1, 101, 8

Next section.
compound	MEKK3 PB1 HTS	PHOSPHO1 inh	OXTR ag	GPR7 antag	PfM18AAP inh	DNA FID counter	MEKK2 mut-MEK5	MEKK2 WT-MEK5	NALP1 inh
CCCC(=O)NC(=S)Nc1nc(-c2ccc(OC)cc2)cs1	137*	8	0.1	-2	0	-2	1	104	31
C=CCOc1c2ccc(C(=O)NC3CCCc4ccccc43)cc2nn1C (stereo unspecified)	99	32	-0.4	-8	3	-11	-3	100	6
Cc1cccc(N2CCN(C3=NC(=O)/C(=C\c4cn[nH]c4-c4ccccc4)S3)CC2)c1	105	2	0.5	-11	-7	5	0	103	9
COC(=O)c1ccc(CNC(=O)c2ccc3c(c2)OCCO3)cc1	97	-1	-0.9	2	1	-9	4	101	22
O=C(CCc1nc2ccccc2c(=O)[nH]1)OCc1ccccc1F	122	2	-0.6	-15	-1	-5	1	111	32
S=C(NCC1CCCO1)N1CCN(c2ccccc2)CC1 (stereo unspecified)	96	9	2.3	10	-3	-2	-7	93	-1
O=[N+]([O-])c1cnccc1Nc1ccccc1	102	-7	-0.3	-2	-3	0	1	100	33*
COc1cc(NC(=O)c2cccs2)cc(OC)c1	100	14	-1.9	-1	-6	3	2	99	65*
CC1CCCC(C)N1C(=O)Cn1nnc(-c2ccc([N+](=O)[O-])cc2)n1 (stereo unspecified)	106	49	-0.3	-2	3	-11	4	106	3
CCCOc1cccc(C2C(C(=O)c3ccc(C)o3)=C(O)C(=O)N2c2nc(C)c(C(C)=O)s2)c1 (stereo unspecified)	101	-24	0.2	-33	17	-37	0	95	21
CC(C)N1CCC(N2CCN(C3CCCCC3)CC2CCO)CC1 (stereo unspecified)	91	32	0.2	-3	1	5	-6	93	-4
Cc1nc2cc(NC(=O)NCc3ccco3)ccc2o1	101	10	-0.7	2	-13	1	3	101	34
COc1cc2ccccc2cc1C(=O)Nc1ccc(Cc2ccncc2)cc1	91	14	9.5	2	2	-16	-6	92	32
OC(CNCC1CCCO1)Cn1c2ccc(Br)cc2c2cc(Br)ccc21 (stereo unspecified)	115	17	15	26*	-8	23	40*	141*	24
